RXFP1 ag: RXFP1 (human) receptor agonism | Q9HBX9 | HEK293T-RXFP1 cAMP TR-FRET, 30 min; response scale: percent of porcine relaxin response, buffer zero | AID 2676 | Potency, µM (highest dose often 57.5 µM), for inactives: top-dose activation, usual class: activators | hit rate 0.3% among 370,000; active means well fitted activation curve with a large enough effect; further: potency means the concentration at half of the fitted maximal effect; on the % scale 0 is the no-effect control and ±100 the full control effect; nearly all actives have a fitted effect of over 60% in size; many of its hits are not listed in these tables
Target sequence (Q9HBX9 whole entry, looked up): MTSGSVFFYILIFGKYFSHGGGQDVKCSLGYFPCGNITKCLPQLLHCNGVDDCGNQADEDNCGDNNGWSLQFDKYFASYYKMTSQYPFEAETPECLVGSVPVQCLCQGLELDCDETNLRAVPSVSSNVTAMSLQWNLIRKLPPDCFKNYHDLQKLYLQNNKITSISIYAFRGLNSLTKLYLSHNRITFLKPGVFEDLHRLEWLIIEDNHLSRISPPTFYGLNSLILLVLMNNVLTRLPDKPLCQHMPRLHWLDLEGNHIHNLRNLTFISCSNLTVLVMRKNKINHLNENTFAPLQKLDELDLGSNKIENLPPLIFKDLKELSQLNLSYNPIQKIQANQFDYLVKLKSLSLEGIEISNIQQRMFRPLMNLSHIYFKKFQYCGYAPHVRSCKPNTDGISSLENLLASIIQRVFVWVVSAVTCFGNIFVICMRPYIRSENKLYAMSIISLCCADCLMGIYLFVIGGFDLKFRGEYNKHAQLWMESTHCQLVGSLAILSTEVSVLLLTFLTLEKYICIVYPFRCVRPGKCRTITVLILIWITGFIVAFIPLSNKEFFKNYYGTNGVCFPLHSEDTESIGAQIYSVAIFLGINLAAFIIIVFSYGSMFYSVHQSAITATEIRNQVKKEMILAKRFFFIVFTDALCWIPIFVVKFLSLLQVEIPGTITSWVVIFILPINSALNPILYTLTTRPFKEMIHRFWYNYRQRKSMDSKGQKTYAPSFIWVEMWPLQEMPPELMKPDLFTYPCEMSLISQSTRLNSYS
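Agonist response is measured as cAMP accumulation in an RXFP1-transfected HEK293T line under PDE4 inhibition. Values are scaled between buffer-only and 29 nM porcine relaxin, and EC50s come from standard Hill equation fits.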
D2 PAM: positively modulates the human D2 dopamine receptor allosterically; P14416; HEK293 T-REx D2, calcium flux, EC20 dopamine potentiation; potentiation, % at 10 µM; hit rate 0.34% among 340,000; AID 485347;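 active means potentiation over 3 SD above the plate norm, cut at about 30% in these data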; further: 0% is about no effect
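Potentiation of an EC20 dopamine calcium response is measured in a force-coupled, tetracycline-inducible Hek293 Trex D2 line. Compound-only kinetic reads over 180 s flag agonists before dopamine addition.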
RXFP1 antag: blocks the human relaxin receptor RXFP1; Q9HBX9; HEK293-RXFP1, relaxin-stimulated cAMP HTRF, 30 min; stronger effect = lower value; activity change, negative = inhibition, % at 57.5 µM; hit rate 0.59% among 350,000;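 active means activity change of -60% or lower, but not beyond a set lower limit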; further: on the % scale 0 is the no-effect control and ±100 the full control effect
D1 antag: blocks dopamine activation of the human D1 receptor | HEK293 TREx D1 cells, calcium flux, dopamine EC80; stronger effect = lower value | activity change, negative = inhibition, % at 10 µM | P21728 | AID 504652 | hit rate 3.2% among 360,000; in the data active means activity change below about -30%; further: on the % scale 0 is the no-effect control and ±100 the full control effect
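Tetracycline-induced HEK293 T-REx cells with force-coupled D1 receptor were loaded with a no-wash calcium dye. Compound was added after a 10 s baseline and read kinetically for 180 s; EC80 dopamine was then added and calcium flux followed another 180 s.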
D2 ag: activates the human D2 dopamine receptor. P14416. HEK293 T-REx D2 cells, calcium flux agonist mode. activation, % at 2 µM. hit rate 0.53% among 340,000. AID 485358;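 active means activation over 3 SD above normal in the single-dose calcium agonist read, cut at about 30% in these data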; further: 0% is about no effect
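HEK293 Trex D2 cells, tetracycline-induced, o/n 30 C 5% CO2; no-wash Ca dye, RT 30–90 min; 10-cycle baseline, 23 nl cpd added, kinetic Ca read 180 s; agonist hits = positive Ca response.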
TRHR enhancer: allosterically enhances the human TRH receptor; enhancement, % at 2 µM; hit rate 0.66% among 360,000; TRHR cells, fluo-8 calcium fluorescence, EC20 TRH enhancement; P34981; in the data active means enhancement above about 30%; further: 0% is about no effect
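TRHR-expressing cells loaded with fluo-8 calcium dye were read kinetically (ex 480/em 530) during compound addition, then stimulated with an EC20 of TRH (10 nM final). Enhancement of the Gq-mediated intracellular calcium response was scored.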
D2 antag: antagonizes the human D2 dopamine receptor. HEK293 TREx D2 cells, calcium flux, dopamine EC80. inhibition, % at 10 µM. hit rate 2% among 340,000. AID 485344; in the data active means inhibition above about 30%; further: 0% is about no effect
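Measurement of antagonist activity uses fluorescent calcium dye in inducible HEK293 T-REx D2 cells: 10 s baseline, compound addition with 180 s read, EC80 dopamine addition with a further 180 s read.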
D1 agonist: human D1 receptor agonism. hit rate 1% among 360,000. HEK293 T-REx D1 cells, calcium flux, agonist mode. AID 504660. activation, % at 2 µM; in the data active means activation above about 30%; further: 0% is about no effect
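Tetracycline-induced HEK293 TREx D1 cells, force-coupled to calcium signalling, were dye-loaded with a no-wash calcium kit. Compound was pin-added after a 10 s baseline. Fluorescence was read kinetically at 1 cycle/s for 180 s, with calcium rises flagged as agonism.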
D1 potentiator: potentiators of human D1 dopamine receptor. P21728. potentiation, % at 10 µM. hit rate 0.036% among 360,000. HEK293 TREx D1 cells, calcium flux, dopamine EC20 potentiation; in the data active means potentiation above about 30%; further: 0% is about no effect
* hit, by the source's call; / = not tested or not shown; & = joins results of further samples. Not all compounds are listed; the hit share may differ from the screen's.

1) COc1cc(C(=O)NCc2ccc(S(N)(=O)=O)cc2)ccc1OCC(=O)Nc1cccc(C(F)(F)F)c1
2) O=C(CSc1ccc2c(c1)OCCO2)NCc1ccco1
3) CCOc1ccc(-n2c(C)c(C(C)=O)c3cc(OCC(N)=O)ccc32)cc1
4) CN(C)c1nc(Oc2ccc(=O)[nH]n2)nc(N2CCCCC2)n1
5) COc1ccc(CNCc2cc(C)c(OC)cc2C)c(OC)c1
6) COc1ccc(S(=O)(=O)N(CCC(N)=O)Cc2ccco2)cc1OC
7) Cc1nc(N2CCN(c3ccccn3)CC2)c2c(C)c(C(=O)N3CCN(c4ccc(F)cc4)CC3)sc2n1
8) COc1ccc(NC(C)C(=O)N/N=C/c2ccccc2OCc2cccc(Br)c2)cc1 (stereo not drawn)

compound no.	1	2	3	4	5	6	7	8
RXFP1 ag	0.7%	0.7%	-1.8%	1.1%	-1.4%	-0.7%	-0.3%	-1.2%
D2 PAM	2	1	0	-19	-9	0	0	3
RXFP1 antag	1	0	-17	0	-9	-6	-10	-9
D1 antag	10	3	12	1	-2	-3	11	-10
D2 ag	0.3	/	-2.1	0.2	1.2	-0.9	-0.1	0.6
TRHR enhancer	2	-3	-8	-3	8	0	-2	34*
D2 antag	-6	/	-16	31*	-22	-20	12	5
D1 agonist	4	2	7	0	30*	3	3	4
D1 potentiator	-8	-3	-3	-7	-4	0	-6	-1

9) O=C(Nc1ccc(N2CCCC2)cc1)c1cccc(F)c1
10) Cc1cc(C)c(C)c(S(=O)(=O)N2CCN(C(=O)CCC(=O)N3CCOCC3)CC2)c1C
11) COc1ccc(NC(=O)CCc2nc(-c3ccc(C)cc3)no2)c(OC)c1
12) COc1cc(NC(=O)CCc2c(C)nc3c(c(C)nn3-c3ccccc3)c2C)cc(OC)c1OC
13) CC(NC(=O)CN(C)Cc1cccs1)c1ccccc1 (stereo not drawn)
14) CC1CN(c2ccc(C(=O)c3ccccc3C(=O)O)cc2[N+](=O)[O-])CC(C)O1 (stereo not drawn)
15) CN(C)c1ccc(C(=S)N2CCNCC2)cc1
16) COc1ccc(O)c(/C=N/c2nc3ccccc3n2C)c1

compound no.	9	10	11	12	13	14	15	16
RXFP1 ag	-1.2%	-0.3%	1.0%	3.8%	-1.1%	0.8%	2.5%	2.8%
D2 PAM	/	4	12	8	7	11	3	0
RXFP1 antag	11	4	-12	/	-9	2	7	-29
D1 antag	-13	17	-6	-12	1	5	9	-4
D2 ag	0.7	0.4	0.2	0.2	1.4	1.2	-1.0	0.0
TRHR enhancer	5	-3	1	9	-1	-3	2	-5
D2 antag	-21	5	0	/	-2	2	-4	-3
D1 agonist	0	3	9	1	4	2	4	3
D1 potentiator	2	-2	-8	-6	-4	1	-6	7

17) CC1CCCN(CCOCCOc2ccccc2-c2ccccc2)C1 (stereo not drawn)
18) CCOC(=O)C1CCCN(C(=O)c2cn(-c3ccccc3)nc2-c2cccnc2)C1 (stereo not drawn)
19) CN(C)c1ccc(C(=O)c2ccc(N(C)C)c3ccccc23)cc1
20) CCCCOc1ccc(C(=O)NCCc2csc(-c3cccc(F)c3)n2)cc1
21) COc1ccc(C(CC(=O)NCC(OC)OC)NS(=O)(=O)c2ccc(Cl)cc2)cc1 (stereo not drawn)
22) Cc1cc2c(n1-c1ccc(C(=O)NCc3cccc(Br)c3)cc1)CCC(C)C2 (stereo not drawn)
23) CC(C)(C)C1=CC=C(C(C)(C)C)C(=O)C1=O
24) O=C1CC(c2cccc(Cl)c2)c2cc3c(cc2N1)CCC3 (stereo not drawn)

compound no.	17	18	19	20	21	22	23	24
RXFP1 ag	0.7%	1.6%	4.4%	2.3%	-2.1%	-0.7%	0.8%	2.2%
D2 PAM	-27	-1	-4	1	6	-14	/	-1
RXFP1 antag	-11	-17	-35	-7	1	5	/	-39
D1 antag	-49*	16	1	3	-7	-60*	9	25
D2 ag	-0.8	0.2	0.0	0.0	-0.3	0.4	/	-0.8
TRHR enhancer	2	-5	-4	0	-4	7	2	3
D2 antag	80*	20	3	/	-11	/	/	1
D1 agonist	23	1	2	25	0	2	3	3
D1 potentiator	-2	-9	-7	0	-2	-4	-9	-5

Some entries already given, reduced to TRHR enhancer, RXFP1 antag and D2 ag:
No.	smiles	TRHR enhancer	RXFP1 antag	D2 ag
17	CC1CCCN(CCOCCOc2ccccc2-c2ccccc2)C1 (stereo not drawn)	2	-11	-0.8
18	CCOC(=O)C1CCCN(C(=O)c2cn(-c3ccccc3)nc2-c2cccnc2)C1 (stereo not drawn)	-5	-17	0.2
24	O=C1CC(c2cccc(Cl)c2)c2cc3c(cc2N1)CCC3 (stereo not drawn)	3	-39	-0.8
22	Cc1cc2c(n1-c1ccc(C(=O)NCc3cccc(Br)c3)cc1)CCC(C)C2 (stereo not drawn)	7	5	0.4

Additional structures follow.
25) CCOC(=O)c1c(C)n(C)c2ccc(OC(=O)c3ccc([N+](=O)[O-])cc3)cc12
26) CCOc1ccc(S(=O)(=O)NCc2nc3cccnc3n2Cc2ccccc2OC)cc1
27) CC(C)CCOCC1CC2(CC(C)(c3csc(N)n3)OC2=O)C(=O)O1 (stereo not drawn)
28) CC(C)(C)NC[C@@H](O)COc1cccc2c1CCCC2=O
29) Cc1cc(NC(=O)c2cc(-c3ccccn3)nc3ccccc23)no1
30) COc1cc(CNC(=O)c2sc3ncccc3c2-n2cccc2)cc(OC)c1OC
31) CCN(CC)CCNC(=O)Cc1c(C(=O)O)n(CC)c2ccccc12
32) Cc1ccc(S(=O)(=O)Nc2nc(C)c(NC(=O)OCCCl)s2)cc1

compound no.	25	26	27	28	29	30	31	32
RXFP1 ag	-1.8%	-0.3%	1.3%	0.9%	-0.6%	7.2%	0.7%	-0.7%
D2 PAM	9	8	11	/	-3	-6	4	-7
RXFP1 antag	-4	-8	-10	/	-18	-12	-2	-2
D1 antag	10	7	-10	-1	1	-17	-19	2
D2 ag	0.0	0.2	0.0	/	0.0	-0.4	-0.9	-0.4
TRHR enhancer	27	1	5	-7	7	1	-2	3
D2 antag	-3	/	-11	/	-7	/	-7	19
D1 agonist	3	4	3	0	0	11	2	1
D1 potentiator	-8	3	-7	-5	1	-4	3	-8

33) CCc1ccc(NC(=O)COc2ccc(/C=C(/C#N)c3nc4ccccc4[nH]3)cc2OC)cc1
34) Cc1ccc(-n2c(-c3ccco3)nc3c(cnn3-c3ccccc3Cl)c2=O)cc1
35) COc1cccc2cc(C(=O)N3CCN(c4ncccn4)CC3)c(=O)oc12
36) C=CCN1C(=O)/C(=C\C=C2\N(C)c3ccccc3C2(C)C)SC1=S
37) Cc1nn(-c2ccccn2)c2nc(-c3cccs3)cc(C(=O)N3CCOCC3)c12
38) O=C1C(CCS(=O)c2ccccc2)C(=O)N(c2ccccc2)N1c1ccccc1 (stereo not drawn)
39) CCCCn1c(N)c(N(CCOC)C(=O)CCNC(=O)c2ccc(Cl)cc2)c(=O)[nH]c1=O
40) O=C(CCC1CCN(C(=O)c2cccc(Cl)c2F)CC1)Nc1ccccc1

compound no.	33	34	35	36	37	38	39	40
RXFP1 ag	13%	30%	2.4%	2.4%	0.1%	3.1%	-0.2%	-2.2%
D2 PAM	5	-3	-11	-14	7	4	19	16
RXFP1 antag	21	/	-29	-2	-4	-15	-6	-19
D1 antag	2	10	-2	-1	1	1	9	-13
D2 ag	-0.4	0.0	-0.4	22	0.0	0.7	-0.1	0.1
TRHR enhancer	3	-8	-4	1	4	4	-1	-4
D2 antag	11	/	-14	5	-22	8	3	-8
D1 agonist	12	4	3	85*	0	0	2	0
D1 potentiator	-6	2	-7	-8	1	0	1	-4

Arranged by the number under RXFP1 antag (smallest number first): 4 of the compounds above
cpd	SMILES	RXFP1 antag
38	O=C1C(CCS(=O)c2ccccc2)C(=O)N(c2ccccc2)N1c1ccccc1 (stereo not drawn)	-15
39	CCCCn1c(N)c(N(CCOC)C(=O)CCNC(=O)c2ccc(Cl)cc2)c(=O)[nH]c1=O	-6
36	C=CCN1C(=O)/C(=C\C=C2\N(C)c3ccccc3C2(C)C)SC1=S	-2
33	CCc1ccc(NC(=O)COc2ccc(/C=C(/C#N)c3nc4ccccc4[nH]3)cc2OC)cc1	21

(next part)
41) CCSc1nc2sc3c(c2c(=O)[nH]1)CC(C)(C)OC3
42) Cc1cc2[nH]c(=O)c(=O)[nH]c2cc1S(=O)(=O)NC1CCC(C)CC1 (stereo not drawn)
43) Cc1ccc(C)c(C(=O)COC(=O)CN2C(=O)C3C4C=CC(C4)C3C2=O)c1 (stereo not drawn)
44) CCCC(C(=O)NCCC(C)C)N(Cc1ccccc1Cl)C(=O)c1snc(C(N)=O)c1N (stereo not drawn)
45) O=C(Nc1nnc(-c2ccc3c(c2)CCCC3)o1)c1ccccc1Cl
46) C=CCNCC(=O)Nc1sc2c(c1C(=O)Nc1ccc(OC)cc1OC)CCC2
47) Cc1[nH]c(=O)[nH]c(=O)c1S(=O)(=O)N(C)Cc1ccccc1
48) COCCN1C(=O)C(=O)/C(=C(/O)c2ccc(S(=O)(=O)N3CCOCC3)cc2)C1c1ccc(C(C)C)cc1 (stereo not drawn)

compound no.	41	42	43	44	45	46	47	48
RXFP1 ag	8.5%	4.1%	0.4%	0.6%	1.9%	3.9%	-0.2%	7.5%
D2 PAM	8	12	-9	-5	1	-8	5	/
RXFP1 antag	-5	5	13	17	/	4	-7	/
D1 antag	-6	4	1	3	-6	10	-16	20
D2 ag	-0.2	0.5	0.7	2.2	3.3	-1.7	0.5	/
TRHR enhancer	-1	14	-6	-2	-9	0	-4	2
D2 antag	0	21	9	3	14	-3	7	/
D1 agonist	1	2	0	4	3	2	3	1
D1 potentiator	-2	1	3	-2	-3	1	-4	-2

49) CCc1cccc(C)c1NC(=O)CN1C(=O)c2cccc3cccc1c23
50) COc1ccccc1Nc1nc2c(C)cccc2cc1C#N
51) C=C(C)C(=O)N1CC2(CC(c3cccc(NC(=O)/C=C\C=C/C)c3)=NO2)C[C@H]1C(N)=O (stereo partly drawn)
52) Cc1ccc([N+](=O)[O-])cc1NC(=O)CN(c1ccccc1)S(=O)(=O)N(C)C
53) O=c1cc(CN2CCN(c3ccccc3O)CC2)nc2sccn12
54) Cc1ccc(NC(=O)NCC2CCN(Cc3cccc(Cl)c3)CC2)cc1Cl

compound no.	49	50	51	52	53	54
RXFP1 ag	0.8%	16%	0.9%	4.6%	3.5%	1.1%&0.4%
D2 PAM	/	-10	-5	-11	2	-24&-11
RXFP1 antag	/	10	/	/	0	-28&-11
D1 antag	8	22	15	-10	5	-22&-15
D2 ag	0.1	1.4	0.3	-0.2	0.1	0.4&1.4
TRHR enhancer	7	-2	-1	-8	-10	-4&2
D2 antag	/	-4	-9	/	2	-22
D1 agonist	0	2	5	-1	1	10&28
D1 potentiator	6	3	-1	-3	5	-6&-4

Screening data: PubChem, National Center for Advancing Translational Sciences (NCATS)
